# Assay outcomes as filed in PubChem.
# GALK inhibitor – inhibitors of human galactokinase; Purified GALK, Kinase-Glo residual ATP luminescence; Potency, µM (highest dose often 57.5 µM), inactives show at the highest dose activity change, negative = inhibition, hits mostly inhibitors; hit rate 0.007% among 270,000; note: potency is the fitted concentration of half-maximal effect; % is set by controls: 0 for no effect and ±100 for the full control effect
#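 Human GALK (5 nM) with 35 uM ATP and 100 uM galactose in 20 mM HEPES pH 8.0, 5 mM MgCl2, 60 mM NaCl, 1 mM DTT, 0.01% BSA. After 1 h at room temperature, leftover ATP was read by Kinase-Glo Plus luminescence.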
# Menin-MLL TR inh – menin-MLL binding inhibition, Texas Red mutant peptide | hit rate 0.23% among 270,000 | Potency, µM (top dose mostly 61.6 µM), for inactives: top-dose FP activity change, negative = inhibition, most hits filed as inhibitors | AID 1768 | O00255 | Menin + Texas Red MLL mutant peptide, fluorescence polarization; active = well fitted inhibition curve with a large enough effect in the polarisation, with a control signal flat, not every such curve was filed as active; inconclusive = small, poorly fitted or top-dose-only effect, or effect the other way, or a change in a side signal; inactive = no such curve, though single readings can be large or run the other way; the % refers to the polarisation; note: potency is the fitted concentration of half-maximal effect; % of control where 0% means no effect; many of its hits are not listed in these tables
# PKM2 act – activators of human pyruvate kinase M2 | P14618 | AID 1631 | purified PKM2, Kinase-Glo ATP luminescence, activation; response scale: 0% is enzyme alone, no compound | Potency, µM (highest dose often 57.5 µM), without a hit: at the top dose activation, most hits filed as activators | hit rate 0.34% among 260,000; note: potency is the fitted concentration of half-maximal effect; % is set by controls: 0 for no effect and ±100 for the full control effect; nearly all actives have a fitted effect of over 55% in size
# Target sequence (P14618 whole entry, looked up): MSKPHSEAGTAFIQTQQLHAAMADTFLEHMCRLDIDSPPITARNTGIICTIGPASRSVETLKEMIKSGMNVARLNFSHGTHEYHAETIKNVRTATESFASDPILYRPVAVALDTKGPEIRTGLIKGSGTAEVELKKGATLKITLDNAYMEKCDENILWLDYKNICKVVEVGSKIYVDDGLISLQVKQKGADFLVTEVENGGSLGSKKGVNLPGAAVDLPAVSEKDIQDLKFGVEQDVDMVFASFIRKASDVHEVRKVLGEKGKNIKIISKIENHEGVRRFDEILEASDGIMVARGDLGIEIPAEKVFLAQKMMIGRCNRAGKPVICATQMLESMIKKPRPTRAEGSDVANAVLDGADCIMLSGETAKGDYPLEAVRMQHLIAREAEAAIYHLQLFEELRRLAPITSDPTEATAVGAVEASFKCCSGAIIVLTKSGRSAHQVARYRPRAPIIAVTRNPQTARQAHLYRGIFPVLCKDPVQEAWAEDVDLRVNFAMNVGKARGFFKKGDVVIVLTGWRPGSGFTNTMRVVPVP
#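 Kinase-Glo luminescence reports ATP generated from ADP (0.1 mM) and PEP (0.5 mM) by purified hPK-M2 after 1 h at room temperature, pH 7.2 imidazole buffer; intermediate enzyme activity allows detecting inhibitors and activators.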
# Integrin act MD – activates integrin-mediated alleviation for muscular dystrophy; alpha7betagal myoblasts, beta-gal FDG fluorescence, 48 h; Potency, µM (top dose mostly 38.3 µM), for the others: at the top dose activation, usual class: activators; hit rate 0.064% among 350,000; AID 624291;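 note: potency is the fitted concentration of half-maximal effect; 100% = response of the positive control SU9516; nearly all actives have a fitted effect of over 60% in size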
#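 alpha7betagal+/- myoblasts (passage 13, 250/well) treated 48 h at 37C with compounds at 1:260 dilution of DMSO stock. Lysed, then beta-galactosidase activity read as FDG fluorescence (ex 480/em 540) after 30 min, with pre-read for autofluorescence.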
# PTAP TSG101 blk – blocks PTAP/TSG101 interaction to inhibit HIV-1 budding | Q99816 | Fluorescence polarization, FITC-PTAP peptide / Tsg101 binding | Potency, µM (series often up to 115 µM), for the others: at the highest dose activity change, negative = inhibition, hits mostly inhibitors | 340,000 tested, under 10 active; active = well fitted inhibition curve with a large enough effect in the main read-out, with a control signal flat, not every such curve was filed as active; inconclusive = small, poorly fitted or top-dose-only effect, or effect the other way, or a change in a side signal; inactive = no such curve, though single readings can be large or run the other way; note: potency is the fitted concentration of half-maximal effect; % of control where 0% means no effect
#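 Fluorescence polarization binding of Tsg101 binding domain (10 uM final) to FITC-labeled PTAP peptide (50 nM final) in HEPES pH 7.5 buffer with NaCl, Tween 20, EDTA, TCEP. Compounds added before peptide; binding 20 min at RT.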
# Giardia killer – kills Giardia lamblia | Giardia lamblia trophozoite viability | activity change, % at 7.66 µM, hits read low | hit rate 0.15% among 340,000; in the data active = activity change below about -80%; inconclusive = between about -30% and that limit;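 note: parasites exposed to compound for two days anaerobically before the ATP read; % is set by controls: 0 for no effect and ±100 for the full control effect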
#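 Giardia trophozoites, 100 cells per well, were exposed to compounds for 48 hrs at 37 deg C under anaerobic conditions; viability was then read as ATP content by bioluminescence after 15-30 min at room temperature.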
# B2AR arrestin – beta2AR (human) beta-arrestin recruitment activity; P07550; beta-arrestin recruitment to beta2AR, cell-based reporter; Potency, µM (top dose mostly 46.1 µM), for the others: at the top dose activation, most hits filed as activators; hit rate 0.02% among 330,000; AID 492947;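 note: potency is the fitted concentration of half-maximal effect; 0% = DMSO controls and full agonism = EC100 isoproterenol or metaproterenol; nearly all actives have a fitted effect of over 65% in size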
# Tb PFK block – blocks T. brucei phosphofructokinase | O15648 | T. brucei PFK, ADP-Glo luminescence | Potency, µM (doses to about 57.5 µM), inactives show at the highest dose activity, negative = inhibition, most hits filed as inhibitors | hit rate 0.17% among 330,000;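 note: potency is the fitted concentration of half-maximal effect; 0% = uninhibited 1x PFK enzyme wells and -100% = no-enzyme wells; nearly all actives have a fitted effect of over 60% in size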
#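 Compounds were pin-transferred as a titration series up to 57 uM into substrate buffer (0.5 mM F6P, 0.1 mM ATP, pH 8.0), then 1.25 nM PFK was added and reactions ran 45 min before ADP-Glo detection.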
# Chronic BCR inh – blocks chronic active B-cell receptor signaling | ABC-DLBCL IkBa-CBG/CBR reporter, luminescence ratio, 4 h | hit rate 0.05% among 340,000 | Potency, µM (series often up to 46.1 µM), for inactives: at the highest dose ratio change, negative = lower green/red ratio, actives largely listed as inhibitors | AID 493014; active = well fitted inhibition curve with a large enough effect in the signal ratio, with a control signal flat, not every such curve was filed as active; inconclusive = small, poorly fitted or top-dose-only effect, or effect the other way, or a change in a side signal; the % refers to the signal ratio;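 note: potency is the fitted concentration of half-maximal effect; plate controls were basal doxycycline-induced cells for no effect and cells given 10 µM MG132 for full effect; MG132 reads +100%, hits lower the ratio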
#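 TMD8 ABC-DLBCL cells carrying doxycycline-inducible green luciferase fused to IkappaBalpha plus unfused red luciferase were exposed to compounds (up to 46 uM) for 4 hrs at 37C. Activity came from the overlap-corrected green/red luminescence ratio.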
# S-ASM inh – blocks human secretory acid sphingomyelinase; hit rate 0.006% among 340,000; Potency, µM (doses to about 57.5 µM), inactives show at the top dose activity change, negative = inhibition, usual class: inhibitors; placental ASM, HMU-PC fluorogenic substrate, 60 min; P17405; note: potency is the fitted concentration of half-maximal effect
# Target sequence (P17405 47-631 limits assumed): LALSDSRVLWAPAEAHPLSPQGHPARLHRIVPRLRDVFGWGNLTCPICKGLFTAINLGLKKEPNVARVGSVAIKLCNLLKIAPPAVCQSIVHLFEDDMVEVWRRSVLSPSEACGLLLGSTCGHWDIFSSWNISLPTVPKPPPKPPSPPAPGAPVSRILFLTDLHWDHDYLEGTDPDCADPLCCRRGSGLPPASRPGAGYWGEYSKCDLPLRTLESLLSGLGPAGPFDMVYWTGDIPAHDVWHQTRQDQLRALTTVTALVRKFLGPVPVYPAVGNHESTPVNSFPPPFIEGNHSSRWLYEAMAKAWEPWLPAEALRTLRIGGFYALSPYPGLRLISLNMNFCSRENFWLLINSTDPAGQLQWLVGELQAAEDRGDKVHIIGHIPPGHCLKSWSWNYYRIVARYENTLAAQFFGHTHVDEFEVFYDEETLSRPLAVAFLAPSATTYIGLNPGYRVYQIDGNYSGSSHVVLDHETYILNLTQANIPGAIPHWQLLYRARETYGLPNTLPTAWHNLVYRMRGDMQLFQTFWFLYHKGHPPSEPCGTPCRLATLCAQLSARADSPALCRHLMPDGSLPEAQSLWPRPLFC
#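 Fluorescence read-out (Ex 386 nm, Em 447 nm) after stopping the reaction at pH 10. Enzyme: ASM from human placenta; substrate HMU-PC0, 9 uM final; 60 min, 37 °C. Compound preincubation 10 min, ambient temperature.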
# Coupling enz – counter-screen for Giardia aldolase inhibitors: coupling enzyme system | coupling enzyme system counterscreen, AmpLite Red fluorescence | activity change, negative = inhibition, % at 58.2 µM, hits read low | hit rate 0.67% among 290,000; in the data active = activity change below about -30%; note: % is set by controls: 0 for no effect and ±100 for the full control effect
#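 First, compound is pin-transferred into glyceraldehyde-3-phosphate coupling-enzyme reagent at 57.5 uM final and held 10 min at RT. Next, substrate, coupling system and AmpLite Red are added. After 20 min RT, fluorescence (525/598 nm) is read.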
# An asterisk follows results filed as active; ? = inconclusive; / = not tested or not shown; [ ] = dose if it differs, or a comment. Unless noted, calls come from the whole dose curve; as a rule, active = well fitted curve in the direction sought with a large enough effect; inconclusive = small, poorly fitted or top-dose-only effect, or another doubt; inactive = no such curve, though single readings can be large; an effect the other way counts as inactive or inconclusive. Only part of the results is shown (hit frequency here may not be typical).
SMILES,GALK inhibitor,Menin-MLL TR inh,PKM2 act,Integrin act MD,PTAP TSG101 blk,Giardia killer,B2AR arrestin,Tb PFK block,Chronic BCR inh,S-ASM inh,Coupling enz
CC(=O)NNC1=Nc2ccccc2N(C)C(C)C1 (stereo not drawn),/,0.1%,-0.4%,28.1%,-3.0%,-5.4,-0.6%,-0.1%,2.8%,-0.7%,0.5
CCCCOc1ccc(CNC(=O)NS(=O)(=O)c2ccc(OCC(C)C)cc2)cc1,0.7%,-24.4%,-2.1%,-10.9%,-2.5%,-11.4,0.0%,0.6%,-0.1%,-0.6%,11.5
COc1ccc(/C=N/NC(=O)c2c(C)nc3ccc(Cl)cn23)cc1OC,0.9%,-8.2%,/,-24.3%,-15.4%,2.0,-1.1%,-0.1%,2.9%,-2.1%,0.7
O=C(CN1C2CCCC1CC(NC(=O)c1ccccc1)C2)Nc1nccs1 (stereo not drawn),-2.0%,9.5%,0.2%,6.7%,-0.6%,-5.6,-0.5%,1.1%,-12.9%,3.1%,0.3
Cc1csc(=O)n1CCC(=O)OCc1nnc(-c2ccc(Cl)cc2)o1,/,/,/,10.6%,-4.7%,-27.6,-0.4%,-1.8%,0.3%,6.1%,/
CCN(CC(=O)NCc1cccs1)C(=O)c1ccc(S(=O)(=O)Nc2ccccc2)cc1,/,/,/,14.0%,-3.7%,-8.7,-0.4%,-2.3%,1.6%,-2.2%,/
Oc1ccc(/C(Cc2ccc3ccccc3n2)=N\Nc2ccccc2)c(O)c1,-2.9%,?,0.7%,-1.4%,3.5%,-26.0,-0.4%,2.6%,?,-3.7%,-3.2
CC(CCc1ccccc1)NS(=O)(=O)c1ccc(Cl)c(C(=O)O)c1 (stereo not drawn),-1.2%,-0.6%,-5.5%,/,-1.3%,-7.5,0.0%,0.1%,0.1%,-1.8%,8.7
C[C@H](NC(=O)c1ccccc1)C(=O)OCC(=O)Nc1ccc2c(c1)OCO2,/,/,/,1.3%,2.2%,-0.5,?,28.5%,-0.7%,-0.4%,/
COc1cc(SC)ccc1C(=O)OCC(=O)NC1CCCCC1,1.7%,-0.3%,3.9%,-12.8%,-1.4%,?,0.0%,-3.2%,-18.5%,1.8%,-0.6
O=C(CSc1nc(O)c(Cc2ccccc2)c(=O)[nH]1)Nc1nc2c(s1)CCCC2,-4.0%,1.5%,-1.7%,8.5%,-1.7%,5.3,-0.2%,?,5.0%,-12.3%,8.8
CCN1CCC(=NNC(=O)CC23CC4CC(CC(C4)C2)C3)CC1,3.7%,-8.9%,-5.6%,18.9%,-4.6%,-0.3,-0.1%,0.0%,?,4.5%,-4.8
O=C(NCCO)C(=O)NCC1OCCCN1S(=O)(=O)c1ccc2c(c1)OCCO2 (stereo not drawn),-3.4%,/,10.3%,9.2%,-5.3%,-5.6,-0.4%,3.4%,-6.2%,1.3%,/
CC(OC(=O)CC(C)c1ccccc1)C(=O)Nc1ccc(Cl)cn1 (stereo not drawn),/,/,/,1.4%,-0.1%,-11.3,0.4%,0.0%,-2.6%,-7.4%,/
COc1ccc(C(=O)/C=C/c2ccccc2C(F)(F)F)cc1,-0.7%,49.4%[activator],2.8%,-19.4%,-10.1%,-1.2,-0.1%,0.9%,?,-13.2%,-3.5
Cc1c2cccn2cc[n+]1C,0.5%,0.0%,-5.4%,17.7%,-3.1%,-3.1,0.1%,-3.1%,0.6%,339.5%[activator],2.1
O=C(Nc1ccccc1C(=O)N1CCOCC1)c1ccc(CSc2ccccc2)cc1,-0.1%,0.0%,-0.9%,-19.1%,-4.4%,-6.7,-0.3%,-14.3%,-2.4%,-0.3%,-0.7
CCC(CC)c1nnc(NC(=O)c2ccc(S(=O)(=O)N3CCc4ccccc4C3)cc2)s1,3.6%,-8.5%,4.7%,4.3%,-3.5%,-11.1,0.0%,0.3%,4.5%,4.7%,13.1
Cc1cc(C)c(S(=O)(=O)c2ccc(Cl)cc2)c(Cl)n1,5.7%,3.5%,-7.2%,-16.0%,0.3%,-6.7,-0.2%,-0.2%,-7.6%,-1.1%,-0.9
CCOc1ccc(/C=N/NC(=S)NC2CC3C=CC2C3)cc1 (stereo not drawn),1.9%,/,-0.7%,19.6%,-8.7%,-15.5,0.4%,-1.7%,-27.3%,-8.3%,-0.4
Cc1ccnc(NC(=O)c2cccc(S(=O)(=O)N3CCOCC3)c2)c1,/,/,/,3.3%,-1.0%,9.2,-0.9%,-3.3%,-0.3%,3.9%,/
CC(C)NC(=O)/C=C/C(=O)O,0.7%,4.0%,-1.3%,-1.9%,-2.5%,11.0,-0.1%,2.3%,-2.8%,1.1%,3.8
Cc1ccc(NC(=O)c2cc(NC(=O)/C=C\C(=O)O)ccc2N2CCCCC2)cc1,-4.6%,/,1.6%,?,-7.2%,3.6,-0.2%,-0.7%,0.6%,14.7%,/
COc1ccc(N2C(=O)CC(NCC#N)C2=O)cc1 (stereo not drawn),-0.6%,1.0%,1.2%,14.5%,-3.2%,-3.4,-0.1%,2.7%,-3.7%,5.3%,-0.8
CC(NC(=O)C1CCN(S(=O)(=O)c2ccc3c(c2)NC(=O)CO3)CC1)c1ccccc1 (stereo not drawn),-2.0%,10.9%,0.1%,26.6%,-0.7%,55.4[activator],0.2%,-1.3%,1.6%,1.7%,2.0

# Carrying on.
SMILES,GALK inhibitor,Menin-MLL TR inh,PKM2 act,Integrin act MD,PTAP TSG101 blk,Giardia killer,B2AR arrestin,Tb PFK block,Chronic BCR inh,S-ASM inh,Coupling enz
CCOC(=O)C1CCCN(C(=O)c2cc(=O)c3ccccc3o2)C1 (stereo not drawn),0.3%,-11.8%,6.7%,-17.7%,-1.0%,-4.7,-0.2%,-0.4%,12.2%,3.6%,2.5
C[C@@H]1CN([C@H](C)CO)C(=O)Cc2cc(NC(=O)Cn3cnnn3)ccc2O[C@@H]1CN(C)Cc1ccc(Cl)c(Cl)c1,/,/,/,-14.4%,1.1%,-10.3,-2.3%,8.2%,?,-3.7%,/
CCN(CC)c1ccc(NC(=O)c2cccc(OC)c2)c(C)c1,-0.1%,-8.2%,-16.7%,-17.6%,-4.4%,10.8,-0.8%,7.7%,-26.5%,-0.3%,-1.7
Cn1c(NC(=O)c2ccccc2)cc(=O)n(C)c1=O,2.8%,-0.7%[11.7 µM],3.3%,-1.2%,5.3%,-15.1,1.0%,0.5%,1.9%,7.1%,6.9
COCCn1c(=N)c(C(=O)NCCc2ccc(OC)cc2)cc2c(=O)n3cccc(C)c3nc21,5.2%,-8.3%,-1.3%,15.6%,-3.0%,-13.0,-0.8%,-6.1%,?,74.4%[activator],2.0
CC(=O)Nc1ccc(C(=O)N/N=C/c2ccccc2OCc2ccccc2)cc1,9.6%,-8.7%,2.5%,-43.7%[inhibitor],2.1%,9.0,-0.1%,-1.8%,?,-16.2%,4.4
Cc1cccc(NC(=O)CN(C)C(=O)C2CCCC2)c1C,/,/,/,9.4%,-9.1%,-1.1,-0.3%,0.0%,-0.6%,6.9%,/
Cc1ccc(NC(=O)c2cc3ccccc3o2)cc1S(=O)(=O)N(C)C,-2.5%,5.0%,-0.9%,-4.2%,-8.7%,-25.3,-2.0%,-3.0%,-0.7%,-4.8%,2.4
COc1ccc(NC(=O)C2(c3ccc(NC(=O)c4ccc(OC)c(OC)c4)cc3)CCCC2)cc1,-1.9%,14.8%,-5.3%,-17.9%[7.66 µM],-0.8%,0.7,0.1%,-0.4%,7.2%,-3.2%,-0.7
COC(=O)c1ccccc1NC(=O)CN1C(=O)C2CCCN2c2ncc(Cl)cc21 (stereo not drawn),0.7%,-21.6%,5.4%,/,/,/,0.8%,0.1%,-0.9%,/,-12.3
Cc1cc(C)c2oc(C(=O)N(Cc3cccs3)C3CCS(=O)(=O)C3)cc(=O)c2c1 (stereo not drawn),4.9%,/,-3.1%,17.4%,-1.0%,?,0.0%,-5.0%,-9.6%,-2.5%,0.8
Cc1cccc(OCC(=O)Nc2ccccc2N2CCN(C(=O)C(C)C)CC2)c1C,-3.7%,-1.5%,4.1%,29.4%,-1.3%,4.4,0.0%,-0.6%,5.0%,4.8%,1.0
